AGP1 TOR yeast – alters AGP1-GFP fluorescence in TOR pathway yeast screen; S. cerevisiae AGP1-GFP multiplex flow cytometry, 3 h; GFP as percent of DMSO wells; 0.02% of 320,000 active; AID 2066; GFP response vs DMSO, % at 10 µM;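 active = GFP response relative to DMSO above a set limit, near screen average plus 3 SD, cut at about 150% in these data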;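 also: median GFP channel fluorescence of the gated AGP1 strain per well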
MEP2 TOR yeast – modulators of TOR pathway MEP2-GFP in S. cerevisiae | S. cerevisiae MEP2-GFP strain, flow cytometry GFP, 3 h; 100% = DMSO control level | GFP response vs DMSO, % at 10 µM | 0.51% of 330,000 active | AID 2016;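 active = GFP response versus DMSO above a set limit, roughly screen mean plus 3 SD, cut at about 180% in these data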;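 also: median GFP fluorescence of the barcode-gated MEP2-GFP cells per well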
GRK2 aptamer HTS – blocks RNA aptamer binding to human GRK2 | bead flow cytometry, FAM-aptamer displacement from GRK2 | AID 488847 | inhibition of aptamer binding, % at 10 µM | 0.59% of 330,000 active | P25098;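 active = inhibition of aptamer binding above 40%, roughly 3 SD of noise, on plates passing a quality check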;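 also: median bead fluorescence of bound FAM aptamer so fluorescent compounds give negative values; no value below 0 was filed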
RPL19A TOR yeast – alters RPL19A-GFP fluorescence in TOR pathway yeast screen; 0.3% of 330,000 active; AID 2025; S. cerevisiae RPL19A-GFP strain, flow cytometry, 3 h; active compounds read low; percent response vs DMSO, % at 10 µM;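 active = percent response vs DMSO below 50%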;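 also: median channel GFP fluorescence of the barcoded RPL19A-GFP strain; ratio of sample median GFP to plate DMSO average so 100% = DMSO; lower means less RPL19A-GFP as with rapamycin TOR inhibition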
LAP4 TOR yeast – alters LAP4-GFP fluorescence in TOR pathway yeast screen; S. cerevisiae LAP4-GFP multiplex, flow cytometry GFP, 3 h; median GFP as percent of DMSO wells; GFP response vs DMSO, % at 10 µM; 0.34% of 320,000 active;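 active = GFP response vs DMSO above a set limit, about the screen mean plus 3 SD, cut at about 150% in these data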
JMJD2C inh – inhibitors of human GASC-1 (JMJD2C) demethylase | Q9H3R0 | GST-JMJD2C(1-420) H3K9me3 demethylation, DELFIA europium | inhibition, % at 2.35 µM | 0.069% of 330,000 active | AID 2099;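 active = more than half of a compound's replicate wells show inhibition beyond 50%, single wells judged on their own value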;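 also: signal counts dimethyl H3K9 product captured on neutravidin plate; 0% = median of DMSO wells and 100% = 0.3 times that DMSO median; strong numbers were not always called active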
VLA-4 inh – inhibition in a human VLA-4 binding assay; inhibition, % (about 7 µM as worked out from the volumes in the protocol); 0.2% of 330,000 active; VLA-4 expressing cells, ligand binding flow cytometry; in the data active = inhibition above about 50%
Target sequence (P13612 whole entry, looked up): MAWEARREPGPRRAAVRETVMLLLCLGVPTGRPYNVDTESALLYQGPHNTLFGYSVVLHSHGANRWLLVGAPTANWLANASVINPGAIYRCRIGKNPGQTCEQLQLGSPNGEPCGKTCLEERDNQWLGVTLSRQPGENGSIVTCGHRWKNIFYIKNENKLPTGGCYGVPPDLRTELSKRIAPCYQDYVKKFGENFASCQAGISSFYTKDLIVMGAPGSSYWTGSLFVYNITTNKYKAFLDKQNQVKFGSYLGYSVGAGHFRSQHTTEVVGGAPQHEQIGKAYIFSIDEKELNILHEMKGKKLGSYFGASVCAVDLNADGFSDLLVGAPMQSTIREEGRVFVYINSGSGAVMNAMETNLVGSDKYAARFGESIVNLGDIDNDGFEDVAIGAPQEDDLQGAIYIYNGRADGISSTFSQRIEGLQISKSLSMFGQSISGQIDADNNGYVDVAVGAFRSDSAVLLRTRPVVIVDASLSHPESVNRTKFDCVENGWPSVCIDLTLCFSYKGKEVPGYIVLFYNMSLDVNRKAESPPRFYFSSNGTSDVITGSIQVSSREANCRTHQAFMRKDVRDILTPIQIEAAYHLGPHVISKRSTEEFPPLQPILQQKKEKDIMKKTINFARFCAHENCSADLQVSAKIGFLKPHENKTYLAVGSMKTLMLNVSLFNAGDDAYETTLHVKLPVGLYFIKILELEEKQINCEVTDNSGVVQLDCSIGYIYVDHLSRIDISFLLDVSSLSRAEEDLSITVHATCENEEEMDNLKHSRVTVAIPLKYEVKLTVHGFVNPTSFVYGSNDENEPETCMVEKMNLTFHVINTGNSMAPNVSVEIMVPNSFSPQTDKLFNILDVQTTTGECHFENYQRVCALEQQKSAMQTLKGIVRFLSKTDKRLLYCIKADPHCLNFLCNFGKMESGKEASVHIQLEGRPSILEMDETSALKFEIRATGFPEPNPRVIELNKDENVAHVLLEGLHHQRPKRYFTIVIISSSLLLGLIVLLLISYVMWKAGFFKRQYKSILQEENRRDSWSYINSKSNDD
CIT2-GFP yeast – modulators of TOR pathway CIT2-GFP in S. cerevisiae | GFP response vs DMSO, % at 10 µM | S. cerevisiae CIT2-GFP strain, flow cytometry, 3 h; 100 means same as DMSO wells | AID 2029 | 0.065% of 320,000 active;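 active = GFP response relative to DMSO above a set limit, near the screen mean plus 3 SD, cut at about 150% in these data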;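 also: ratio of well median GFP fluorescence to mean of DMSO wells on the plate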
An asterisk follows results filed as active; i = inactive.

Fields – RPL19A TOR yeast	VLA-4 inh	GRK2 aptamer HTS	MEP2 TOR yeast	JMJD2C inh	LAP4 TOR yeast	AGP1 TOR yeast	CIT2-GFP yeast
O=C(c1cn(Cc2ccccc2)c2ccccc12)C1CC1
  103	-8	1	90	-8	100	103	86
CCc1cc(=O)oc2cc(C)cc(OCC(=O)N3CCC(C(=O)O)(c4ccccc4)CC3)c12
  96	38	0	108	-1	106	106	101
C=CCN1CC[C@]23c4c5ccc(O)c4OC2C(=O)CC[C@@]3(O)C1C5 (some centres not stated)
  100	45	0	95	-25	108	95	88
NC(=O)C1CCN(/C=C2\C(=O)NC(=O)N(Cc3ccco3)C2=O)CC1
  106	6	47*	99	1	110	110	106
O=c1[nH]c(O)c(N=Nc2ccc3c(c2)OCCO3)c(=O)[nH]1
  99	-1	6	97	17	103	102	90
CC(=O)CC(=O)C1C(=O)N(C)C(=O)N(C)C1=O
  96	5	0	98	-11	104	98	86
CC(=O)c1cccc(OCC(=O)N2CCN(CC(=O)Nc3cccc(F)c3)CC2)c1
  103	3	3	103	-1	102	107	99
CN1c2ccc([N+](=O)[O-])cc2CC2(C(=O)NC(=O)N(c3ccc(Br)cc3)C2=O)C1c1ccccc1 (configuration not stated)
  101	-6	0	95	-2	89	95	97
Cc1cc(C(=O)Nc2ccc3c(c2)OCCO3)nn1C(C)(C)C
  95	-6	0	90	-2	109	96	88
Cc1sc(-n2c(C)cc(C=C3C(=O)NC(=O)NC3=O)c2C)c(C#N)c1C
  106	10	3	112	-1	92	94	99

Two compounds picked at random from those above, as already listed:
Fields – RPL19A TOR yeast	VLA-4 inh	GRK2 aptamer HTS	MEP2 TOR yeast	JMJD2C inh	LAP4 TOR yeast	AGP1 TOR yeast	CIT2-GFP yeast
CN1c2ccc([N+](=O)[O-])cc2CC2(C(=O)NC(=O)N(c3ccc(Br)cc3)C2=O)C1c1ccccc1 (configuration not stated)
  101	-6	0	95	-2	89	95	97
CC(=O)CC(=O)C1C(=O)N(C)C(=O)N(C)C1=O
  96	5	0	98	-11	104	98	86

(next part)
Fields – RPL19A TOR yeast	VLA-4 inh	GRK2 aptamer HTS	MEP2 TOR yeast	JMJD2C inh	LAP4 TOR yeast	AGP1 TOR yeast	CIT2-GFP yeast
c1ccc(C2CC2)c(OCC2=NCCN2)c1
  104	6	1	100	3	104	90	82
C1CC2NCCC3NCCC(N1)N32 (configuration not stated)
  101	-55	0	106	6	100	107	103
CN(C)c1ccc(/C=C2\CC3C4CC=C5CC(O)CCC5(C)C4CCC3(C)C2=O)cc1 (configuration not stated)
  99	12	0	103	-15	91	102	101
CC(C)(C)N(NC(=O)c1ccccc1)C(=O)c1ccccc1
  98	2	1	102	-3	96	91	91
CCOc1cc(CNCCc2c[nH]c3ccccc23)cc(Cl)c1OC
  96	-3	0	93	-9	102	109	110
O=C(COc1ccc(Br)cc1)N1CCN(Cc2c[nH]c3ccccc23)CC1
  99	-2	0	98	2	96	96	98
CSc1nc2ccccc2c(=O)n1-c1cccnc1
  103	-5	4	103	-20	119	109	101
CC1(C)CC(n2[nH]c(=O)c3c2NC(=O)CSC3c2ccc(F)cc2)CCO1 (configuration not stated)
  101	11	0	106	0	102	107	100
CCCCCn1c(=O)c(C(=O)Nc2cccc(C)c2)c(O)c2ccccc21
  106	10	18	106	-9	90	98	102
O=S(=O)(c1ccc(F)cc1)N1CCCCC1c1cccnc1 (configuration not stated)
  118	21	1	111	12	102	100	110

One compound at a time, as listed above:
CC1(C)CC(n2[nH]c(=O)c3c2NC(=O)CSC3c2ccc(F)cc2)CCO1 (configuration not stated) is entered as RPL19A TOR yeast: 101; VLA-4 inh: 11; GRK2 aptamer HTS: 0; MEP2 TOR yeast: 106; JMJD2C inh: 0; LAP4 TOR yeast: 102; AGP1 TOR yeast: 107; CIT2-GFP yeast: 100
c1ccc(C2CC2)c(OCC2=NCCN2)c1 is entered as RPL19A TOR yeast: 104; VLA-4 inh: 6; GRK2 aptamer HTS: 1; MEP2 TOR yeast: 100; JMJD2C inh: 3; LAP4 TOR yeast: 104; AGP1 TOR yeast: 90; CIT2-GFP yeast: 82
CN(C)c1ccc(/C=C2\CC3C4CC=C5CC(O)CCC5(C)C4CCC3(C)C2=O)cc1 (configuration not stated) is entered as RPL19A TOR yeast: 99; VLA-4 inh: 12; GRK2 aptamer HTS: 0; MEP2 TOR yeast: 103; JMJD2C inh: -15; LAP4 TOR yeast: 91; AGP1 TOR yeast: 102; CIT2-GFP yeast: 101

Further compounds.
Fields – RPL19A TOR yeast	VLA-4 inh	GRK2 aptamer HTS	MEP2 TOR yeast	JMJD2C inh	LAP4 TOR yeast	AGP1 TOR yeast	CIT2-GFP yeast
N#Cc1c(/N=C/C2C(=O)NC(=S)NC2=O)sc2c1CCCC2
  97	-69	0	102	-1	105	101	96
CC(C)NC(=O)Cn1cc(C(=O)c2ccccc2)c2ccccc21
  100	5	1	103	-7	94	99	103
CN1CCN(c2nc(N)cc(=O)[nH]2)CC1
  106	20	0	102	-2	94	94	88
Cn1c(O)c(C=NCCN2CCN(C(=O)c3ccccc3)CC2)c(=O)n(C)c1=O
  102	2	0	100	12	99	106	99
COc1cccc(CN2CCN(Cc3cccc(F)c3)CC2)c1
  96	7	3	97	4	76	16	100
CC(=O)O[C@H]1C(=O)[C@@]2(C)C([C@H](OC(=O)c3ccccc3)[C@]3(O)C[C@H](O)C(C)=C1C3(C)C)[C@]1(OC(C)=O)CO[C@@H]1C[C@H]2O (some centres not stated)
  99	8	0	100	i	105	97	102
Cc1cc(NC(=O)CCC(=O)N2CCC3(CC2)OCCO3)no1
  99	3	3	99	9	104	105	97
CCOC(=O)c1cncn1[C@H](C)c1ccccc1
  104	-21	2	91	1	113	98	116
Cc1ccc(S(=O)(=O)Oc2ccccc2C=C2C(=O)N(C)C(=O)N(C)C2=O)cc1
  100	-4	0	89	1	81	92	82
CCOC(=O)c1ccc(N=Cc2c(O)n(-c3ccccc3F)c(=S)[nH]c2=O)cc1
  103	4	0	103	0	98	99	104

An excerpt from above in order of molecular weight, ascending.
Fields – RPL19A TOR yeast	VLA-4 inh	GRK2 aptamer HTS	MEP2 TOR yeast	JMJD2C inh	LAP4 TOR yeast	AGP1 TOR yeast	CIT2-GFP yeast
CCOC(=O)c1cncn1[C@H](C)c1ccccc1
  104	-21	2	91	1	113	98	116
N#Cc1c(/N=C/C2C(=O)NC(=S)NC2=O)sc2c1CCCC2
  97	-69	0	102	-1	105	101	96
Cn1c(O)c(C=NCCN2CCN(C(=O)c3ccccc3)CC2)c(=O)n(C)c1=O
  102	2	0	100	12	99	106	99
Cc1ccc(S(=O)(=O)Oc2ccccc2C=C2C(=O)N(C)C(=O)N(C)C2=O)cc1
  100	-4	0	89	1	81	92	82

(cont.)
Fields – RPL19A TOR yeast	VLA-4 inh	GRK2 aptamer HTS	MEP2 TOR yeast	JMJD2C inh	LAP4 TOR yeast	AGP1 TOR yeast	CIT2-GFP yeast
O=C(NC(Cc1cnc[nH]1)C(=O)O)c1ccccc1 (configuration not stated)
  108	-3	2	107	1	102	100	98
COc1ccccc1OCC#CCN1CCCCCC1
  96	5	0	95	23	118	102	99
COc1cc(CN2CCN(C(=O)Cc3ccccc3)CC2)cc(OC)c1OC
  100	12	3	101	1	100	105	107
Cc1cc(NC(=O)COC(=O)c2c(C)nn(Cc3ccccc3)c2Cl)no1
  101	-119	0	93	-6	102	103	87
CCC(=NCC1CCCO1)c1c(O)n(-c2ccc(Cl)cc2)c(=O)[nH]c1=O (configuration not stated)
  103	10	2	101	5	99	96	105
O=C1CN=C(c2ccccc2)c2cc(Br)ccc2N1
  90	9	0	97	7	80	84	80
CN1C(=O)C(Cc2ccc3c(c2)OCO3)C(=O)N(C)C1=O
  98	28	2	96	-29	99	99	111
CCC(C)OC(=O)c1c(N)n(Cc2cccs2)c2nc3ccccc3nc12 (configuration not stated)
  94	20	1	99	3	98	100	91
O=C(O)C(Cl)Cl
  105	22	2	97	-10	105	90	97
O=CC(Br)P(=O)(N1CCOCC1)N1CCOCC1 (configuration not stated)
  97	8	1	102	-4	117	112	94
O=C1C2CCN(CC2)C12CC2c1ccc(C(F)(F)F)cc1 (configuration not stated)
  93	5	2	94	1	97	100	86
Cc1[nH]c2ccccc2c1CCNCc1cccnc1
  95	5	0	95	2	99	102	95
CCCCOC(=O)c1ccccc1C(=O)OCc1ccccc1
  103	14	1	97	21	112	97	93
CCOc1ccccc1-n1c(O)c(C=NCCCN(CC)CC)c(=O)[nH]c1=O
  98	5	0	95	4	98	95	98
Cc1ccccc1NC(=O)CCl
  97	-12	3	95	6	105	105	98
Clc1ccc(OCC#CCN2CCCC2)cc1
  99	16	0	104	3	91	99	96
CCn1c(=O)cc(OCC(=O)N2CCN(Cc3ccc4c(c3)OCO4)CC2)c2ccccc21
  99	-8	1	105	10	98	98	100
CC1CCN(CC(=O)c2ccc3c(c2)OCCO3)CC1
  98	0	0	103	i	102	103	103
COC(=O)C1=C(c2ccc(OC)c(OC)c2)C[C@@H]2CC[C@H]1N2C(=O)NCCOc1ccc(OC)cc1
  100	0	0	94	3	100	104	100
CN1C(=O)C(=Cc2ccc(N3CCOCC3)c([N+](=O)[O-])c2)C(=O)N(C)C1=O
  92	-5	8	103	9	115	100	76
O=c1[nH]c(=S)n(C2CC2)c(O)c1C=Nc1cccc(C(F)(F)F)c1
  96	-9	8	95	3	88	94	88
COC(=O)C1=C(c2ccc(OC)c(OC)c2)C[C@@H]2CC[C@H]1N2C(=O)NCCO
  91	0	0	90	2	94	92	89
COc1ccc(NC(=O)c2c(C)nn(Cc3ccccc3Cl)c2Cl)cc1Cl
  103	27	0	104	18	103	105	109
O=P(/C(=N/O)N1CCCCC1)(N1CCOCC1)N1CCOCC1
  101	-3	1	112	0	102	103	99
Cc1cnn(C2CCN(C)CC2)c1N
  103	-1	0	105	-14	97	107	98
O=C(c1ccc(CS(=O)(=O)c2ccc(Br)cc2)o1)N1CCC2(CC1)OCCO2
  98	20	0	96	-2	96	101	100
Cc1cc(C)c(C(=O)CN2CCOCC2)c(C)c1
  100	6	0	104	2	102	105	98
Nc1ccccc1C(=O)OCC(=O)c1ccc2c(c1)OCCO2
  97	1	2	98	-3	105	90	85
COc1ccc(C2NCc3ccc4c(c3-n3cccc32)OCO4)cc1OC (configuration not stated)
  98	-5	0	104	11	106	101	95
OC1CCCCC1N1CCC(c2ccccc2)CC1 (configuration not stated)
  94	-11	0	92	-23	102	83	88
Nc1cc(Cl)cc(C(=O)O)c1Cl
  98	6	0	91	11	104	97	86
COc1ccc(Br)cc1CN1CCN(C(=O)Cc2ccccc2)CC1
  105	-4	4	106	-4	102	108	116
CC1(C)N=C(c2ccccc2)[C@@H]2C(c3ccc([N+](=O)[O-])cc3)N21 (some centres not stated)
  100	-4	0	104	3	89	93	92
Cc1ccsc1C(=O)C1CCCN(Cc2cnc(N3CCOCC3)s2)C1 (configuration not stated)
  103	13	0	102	5	95	98	109
Cc1ccc(OP(=O)(NCc2ccccc2)Oc2ccc(C)cc2)cc1
  98	16	0	94	-8	82	87	81
CC(=O)N1CCC(N2CCCC(C(=O)c3cccc(Cl)c3)C2)CC1 (configuration not stated)
  106	-2	0	110	-3	104	112	114
COc1ccc(CN2CCN(C(=O)Cc3ccccc3)CC2)c(OC)c1
  101	0	0	128	-12	108	96	100
Oc1cc(O)cc(/C=C/c2ccc(O)cc2O)c1
  100	-32	3	104	-4	105	101	101
CC(=O)Nc1ccc(C(=O)C(Cc2ccccc2)N(C)C)cc1 (configuration not stated)
  98	-4	0	86	-13	90	93	94
Cc1cccc(CN2CCCC(C(=O)c3ccc4c(c3)OCO4)C2)n1 (configuration not stated)
  101	10	0	107	-35	100	108	106
CCOP(=O)(OCC)C(NC(=O)CN1C(=O)c2ccccc2S1(=O)=O)C(Cl)(Cl)Cl (configuration not stated)
  105	11	0	107	-1	97	107	112

From PubChem BioAssay

A portion of the library; rates above refer to the full screens.
